Screening results (PubChem BioAssay)
Tau fluor cs: counter-screen for tau fibril formation inhibitors; Potency, µM (series often up to 57.7 µM), for the others: top-dose activity change, negative = decrease; 280,000 tested, 0.93% active; tau K18 P301L Alexa594 fluorescence, heparin fibrillization; AID 1463; note: % is set by controls: 0 for no effect and ±100 for the full control effect; nearly all actives have a fitted effect of over 55% in size
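Human tau K18 P301L (15 uM unlabeled, 0.24 uM Alexa 594-labeled) in 100 mM sodium acetate pH 7 with 20 uM heparin, 6 hr at 37 C. ThT 30 uM added, 1 hr ambient; Alexa 594 FP and total fluorescence read at 555/632 nm.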
Tau fibril ThT: blocks human tau fibril formation measured by thioflavin T; P10636; Potency, µM (series often up to 57.4 µM), inactives show at the highest dose activity, negative = inhibition, most hits filed as inhibitors; recombinant tau K18 P301L (four-repeat tau fragment), heparin-induced fibrillization, ThT fluorescence; 270,000 tested, 2.1% active; AID 1460; note: % is set by controls: 0 for no effect and ±100 for the full control effect; nearly all actives have a fitted effect of over 55% in size
Target sequence (P10636 561-689 P618L limits assumed): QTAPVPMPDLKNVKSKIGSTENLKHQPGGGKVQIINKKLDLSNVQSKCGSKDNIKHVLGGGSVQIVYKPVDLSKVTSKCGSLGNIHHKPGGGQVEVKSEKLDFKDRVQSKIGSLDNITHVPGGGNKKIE
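In this qHTS, human K18 P301L tau is incubated with compound and heparin for 6 hr at 37 C, and Thioflavin T fluorescence then reports fibril load.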
aGlu spleen mod: lysosomal alpha-glucosidase (human) modulation; Potency, µM (titrated, usually from 79.9 µM), without a hit: at the top dose activity change, negative = inhibition, hits mostly inhibitors; human spleen homogenate, 4-MU-alpha-glucoside fluorescence; 240,000 tested, 0.006% active; P10253; AID 2112;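 note: 0% = enzyme with vehicle and -100% = no enzyme basal signal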
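Human spleen homogenate (1 ug) incubated with compounds and 1 mM 4-methylumbelliferyl-alpha-D-glucopyranoside in pH 5.0 citrate/phosphate buffer, 37 C, 40 min. Stopped at pH 10; 4-MU fluorescence (Ex 365/Em 440 nm); AC50 by Hill fit.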
Tau fibril FP: blocks human tau fibril formation measured by polarization. Potency, µM (highest dose often 57.7 µM), without a hit: at the top dose activity, negative = inhibition, hits mostly inhibitors. AID 1468. K18 P301L tau heparin fibrillization, Alexa594 FP, 6 h. 280,000 tested, 0.39% active; note: % is set by controls: 0 for no effect and ±100 for the full control effect; nearly all actives have a fitted effect of over 55% in size
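Human tau K18 […] P301L fragment, 15 uM unlabeled plus 0.24 uM Alexa 594-labeled tau (final), with compound and 20 uM heparin in 100 mM sodium acetate pH 7; 6 hr at 37 C, then Alexa 594 FP read.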
HTT ATP protect: Huntington cell model cytoprotection by ATP luminescence; PC12 HTT-Q103 induced, cytoprotection, ATP luminescence, 40 h; Potency, µM (top dose mostly 56.4 µM), for the others: cytoprotection (ATP increase), hits mostly activators; 230,000 tested, 0.14% active;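 note: % of control where 0% means no effect; nearly all actives have a fitted effect of over 45% in size; toxic huntingtin expression switched on by the ecdysone agonist tebufenozide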
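ATP quantification (ATPlite) reports survival of PC12 cells in which tebufenozide, 100 nM final, switches on Htt exon 1 with 103 glutamines linked to GFP; compounds are titrated.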
GAA inh: blocks human lysosomal alpha-glucosidase. purified human GAA, 4-MU-alpha-glucoside fluorescence. Potency, µM (top dose mostly 76.9 µM), inactives show at the highest dose activity change, negative = inhibition, usual class: inhibitors. 200,000 tested, 0.005% active. AID 1466;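 note: plate controls were uninhibited enzyme wells for no effect and no-enzyme background for full effect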
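Fluorogenic assay: 4 nM human alpha-glucosidase with 400 uM 4-methylumbelliferyl-alpha-D-pyranoside in 50 mM citrate/phosphate, 0.005% Tween-20, pH 5.0, 20 min at room temperature. Compounds tested up to 77 uM; AC50 from Hill fits.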
GAA glycogen mod: GAA glycogen-cleavage inhibition or activation; P10253; recombinant GAA, glycogen substrate, Amplex Red glucose oxidase fluorescence; Potency, µM (top dose mostly 76.4 µM), inactives show at the highest dose activity change, negative = inhibition, actives largely listed as inhibitors; 300,000 tested, 0.38% active; AID 2100;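 note: 0% = full enzyme reaction and -100% = no-enzyme basal signal; the screen sought inhibitors and activators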
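Recombinant enzyme (4 nM final) with compounds titrated up to 77 uM and bovine liver glycogen (30 ug) in citrate pH 5.0, 0.01% Tween-20, 37 C 40 min. Released glucose detected by Amplex Red/glucose oxidase (Ex 573/Em 610); AC50 from Hill fits.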
GLA spleen mod: inhibitors or activators of human alpha-galactosidase in spleen homogenate; 240,000 tested, 0.008% active; AID 2107; Potency, µM (doses to about 80 µM), inactives show top-dose activity change, negative = inhibition, most hits filed as inhibitors; human spleen homogenate, 4MU-alpha-Gal fluorescence, 40 min;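 note: 0% = enzyme with vehicle and -100% = no enzyme basal signal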
Target sequence (P06280 32-429 limits assumed): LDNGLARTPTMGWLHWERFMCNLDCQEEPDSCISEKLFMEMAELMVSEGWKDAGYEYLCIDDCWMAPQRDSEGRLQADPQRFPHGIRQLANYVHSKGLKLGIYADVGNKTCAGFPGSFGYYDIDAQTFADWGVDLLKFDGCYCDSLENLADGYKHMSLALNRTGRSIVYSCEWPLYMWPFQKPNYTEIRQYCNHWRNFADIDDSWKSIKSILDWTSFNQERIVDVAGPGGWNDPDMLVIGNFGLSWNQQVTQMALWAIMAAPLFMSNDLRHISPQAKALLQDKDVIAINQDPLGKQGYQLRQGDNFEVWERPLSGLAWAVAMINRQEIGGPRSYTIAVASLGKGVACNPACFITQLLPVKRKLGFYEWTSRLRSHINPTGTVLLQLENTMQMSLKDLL
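Spleen homogenate 1 ug + cpd (titration) + 4-MU-alpha-D-galactopyranoside 1 mM; 37C 40 min; 50 mM citrate/phosphate pH 5.0, 0.01% Tween-20; stop pH 10; fluorescence 365/440; AC50 via Hill.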
* marks the source's active call; other numbers are inactive results; & = joins results of further samples; [ ] = remark or other dose. Calls come from the whole dose curve; as a rule, active = well fitted curve in the direction sought with a large enough effect; inconclusive = small, poorly fitted or top-dose-only effect, or another doubt; inactive = no such curve, though single readings can be large; an effect the other way counts as inactive or inconclusive. Potency is the fitted concentration of half-maximal effect.

For Cc1ccc(S(=O)(=O)N[C@H]2COC(=O)[C@@H](Cc3ccccc3)NC(=O)[C@@H](C)COC(=O)C/C=C\[C@@H]2C)cc1 the results were Tau fluor cs -4%&-13%[11.6 µM], Tau fibril ThT 1%&-12%[11.5 µM], aGlu spleen mod 5%&5%[17.4 µM], Tau fibril FP -3%&-5%[11.6 µM], HTT ATP protect -6%&-1%[10 µM] and GLA spleen mod -6%&5%[17.5 µM].
Screening CCOc1ccc(C(=O)Cc2ccc3oc(C(=O)O)cc3c2)c(O)c1 returned Tau fluor cs 0%, Tau fibril ThT -2%, aGlu spleen mod 0%, Tau fibril FP 3%, HTT ATP protect -14%[10 µM], GAA inh 4%, GAA glycogen mod -1% and GLA spleen mod 7%.
`COC(=O)c1ccc(S(=O)(=O)N2CCC(O)CC2)n1C` gave Tau fluor cs -3%, Tau fibril ThT -12%, aGlu spleen mod -2%, Tau fibril FP 5%, HTT ATP protect 12%[10 µM], GAA glycogen mod -6% and GLA spleen mod 4%.
For C=CCOc1ccccc1CNc1cccc(F)c1 the results were Tau fluor cs inconclusive, Tau fibril ThT inconclusive, aGlu spleen mod 3%, Tau fibril FP 9%, HTT ATP protect -17%[10 µM], GAA inh 0%, GAA glycogen mod -3% and GLA spleen mod 8%.
`CCOC(=O)/C(C#N)=C\C1=C(N2CCOCC2)CC(C)(C)OC1` gave Tau fluor cs -1%, Tau fibril ThT inconclusive, aGlu spleen mod 4%, Tau fibril FP 0%, HTT ATP protect -34%[inhibitor], GAA inh -12%, GAA glycogen mod -27% and GLA spleen mod 1%.
For Nc1ccc(CCS(N)(=O)=O)cc1 the results were Tau fluor cs 4%, Tau fibril ThT -1%, aGlu spleen mod -5%, Tau fibril FP -4%, HTT ATP protect -1%[10 µM], GAA inh -3%, GAA glycogen mod 14% and GLA spleen mod -6%.
For COc1cccc(CN(C)CC(=O)Nc2sc3c(c2C#N)CCC3)c1OC the results were Tau fluor cs -11%, Tau fibril ThT inconclusive, aGlu spleen mod -15%, Tau fibril FP 0%, HTT ATP protect 17%[10 µM], GAA inh -23%, GAA glycogen mod -13% and GLA spleen mod -2%.
For COC(=O)c1cc(-c2ccc(Cl)cc2)c2c(=O)[nH]c(=O)n(C)c2n1 the results were Tau fluor cs -2%, Tau fibril ThT -13%, Tau fibril FP -5% and GAA glycogen mod 14%[76.3 µM].
`CCN(CC)CCn1cnc2c([nH]c3cccc(OC)c32)c1=O` gave Tau fluor cs -8%, Tau fibril ThT -15%, aGlu spleen mod -2%, Tau fibril FP 5%, HTT ATP protect -14%[0.074 µM], GAA inh 2%, GAA glycogen mod 2% and GLA spleen mod 0%.
`COc1cccc(N2CCN(c3ccc(S(=O)(=O)N4CCCC4)cc3)CC2)c1` gave Tau fluor cs -14%, Tau fibril ThT inconclusive, aGlu spleen mod -5%, Tau fibril FP 18%, HTT ATP protect -13%, GAA inh -3%, GAA glycogen mod -15% and GLA spleen mod 10%.
For O=C(Nc1c(F)cc(F)cc1Br)c1cc(S(=O)(=O)N2CCN(c3ccccn3)CC2)ccc1F the results were Tau fluor cs -19%, Tau fibril ThT -10%, aGlu spleen mod 8%, Tau fibril FP -7%, HTT ATP protect inconclusive, GAA inh -11%, GAA glycogen mod -7% and GLA spleen mod -6%.
Screening O=C(NN=C1CCN(Cc2ccccc2)CC1)c1cccc(S(=O)(=O)Nc2ccccc2Cl)c1 returned Tau fluor cs -10%, Tau fibril ThT -3%, aGlu spleen mod -4%, Tau fibril FP 5%, HTT ATP protect -18%[10 µM], GAA inh -5%, GAA glycogen mod -17% and GLA spleen mod -1%.
Screening CSc1nnc(NC(=O)Cc2coc3cc(C)ccc23)s1 returned Tau fluor cs -10%, Tau fibril ThT 0%, Tau fibril FP -17% and GAA glycogen mod 11%[76.3 µM].
For COCc1cnc(C)nc1N the results were Tau fluor cs 2%, Tau fibril ThT -1%, aGlu spleen mod -15%, Tau fibril FP 0%, HTT ATP protect 4%[10 µM], GAA inh -2%, GAA glycogen mod -2% and GLA spleen mod 1%.
Screening C#CCOCCOCCOCCNc1nc(N2CCN(C(=O)[C@H](Cc3cc4ccccc4[nH]3)n3cc([C@@H](N)Cc4ccc(O)cc4)nn3)CC2)nc(N2CCN(C(=O)[C@H](Cc3cc4ccccc4[nH]3)n3cc([C@@H](N)CC(C)C)nn3)CC2)n1 returned Tau fluor cs -5%, Tau fibril ThT inconclusive, aGlu spleen mod 4%, Tau fibril FP -7%, HTT ATP protect 19%[10 µM], GAA glycogen mod -2% and GLA spleen mod 1%.
COc1ccc(C2CC(=O)N3CN(c4ccc(C)c(Cl)c4)CSC3=C2C#N)cc1OC (stereo unspecified) was read as Tau fluor cs -28%, Tau fibril ThT 14µM*, aGlu spleen mod -20%, Tau fibril FP 22µM*, HTT ATP protect -17%, GAA inh -6%, GAA glycogen mod 7% and GLA spleen mod 2%.
`OC1(c2ccccc2)c2ccccc2-c2ncccc21` (stereo unspecified) gave Tau fluor cs 17%, Tau fibril ThT 11%, aGlu spleen mod -26%, Tau fibril FP 9%, GAA inh 2%, GAA glycogen mod -5% and GLA spleen mod -1%.
For S=C(Nc1ccc(Cl)c(Cl)c1)NN1CCOCC1 the results were Tau fluor cs -6%, Tau fibril ThT -3%, aGlu spleen mod 9%, Tau fibril FP -8%, HTT ATP protect 15%[10 µM], GAA inh 1%, GAA glycogen mod inconclusive and GLA spleen mod 12%.
`COc1ccc(-n2ccnc2CN2CCN(C3CCCC3)C(CCO)C2)cc1` (stereo unspecified) gave Tau fluor cs -5%, Tau fibril ThT -14%, aGlu spleen mod -4%, Tau fibril FP 5%, HTT ATP protect 13%[10 µM], GAA inh -1%, GAA glycogen mod 16% and GLA spleen mod -3%.
Screening Cc1c(Cl)cccc1Nc1nc(N)nc(CN2CCCCCC2)n1 returned Tau fluor cs -7%, Tau fibril ThT inconclusive, aGlu spleen mod -3%, Tau fibril FP 2%, HTT ATP protect 15%, GAA inh inconclusive, GAA glycogen mod 12% and GLA spleen mod -1%.

Arranged by number of heavy atoms (descending): part of the list above
For Cc1ccc(S(=O)(=O)N[C@H]2COC(=O)[C@@H](Cc3ccccc3)NC(=O)[C@@H](C)COC(=O)C/C=C\[C@@H]2C)cc1 the results were Tau fluor cs -4%&-13%[11.6 µM], Tau fibril ThT 1%&-12%[11.5 µM], aGlu spleen mod 5%&5%[17.4 µM], Tau fibril FP -3%&-5%[11.6 µM], HTT ATP protect -6%&-1%[10 µM] and GLA spleen mod -6%&5%[17.5 µM].
For O=C(Nc1c(F)cc(F)cc1Br)c1cc(S(=O)(=O)N2CCN(c3ccccn3)CC2)ccc1F the results were Tau fluor cs -19%, Tau fibril ThT -10%, aGlu spleen mod 8%, Tau fibril FP -7%, HTT ATP protect inconclusive, GAA inh -11%, GAA glycogen mod -7% and GLA spleen mod -6%.
For COCc1cnc(C)nc1N the results were Tau fluor cs 2%, Tau fibril ThT -1%, aGlu spleen mod -15%, Tau fibril FP 0%, HTT ATP protect 4%[10 µM], GAA inh -2%, GAA glycogen mod -2% and GLA spleen mod 1%.

Carrying on.
Screening CCn1nnc(-c2ccccc2NC(=O)c2ccc(-n3cnnn3)cc2)n1 returned Tau fluor cs -8%, Tau fibril ThT -1%, aGlu spleen mod -18%, Tau fibril FP -3%, HTT ATP protect 1%[1.9 µM], GAA inh -2%, GAA glycogen mod -1% and GLA spleen mod 1%.
`Cc1onc(-c2ccccc2)c1C(=O)Nc1c(C)n(C)n(-c2ccccc2)c1=O` gave Tau fluor cs 5%, Tau fibril ThT 3%, aGlu spleen mod 0%, Tau fibril FP -1%, HTT ATP protect -18%, GAA inh 2%, GAA glycogen mod 4% and GLA spleen mod -4%.
`COc1ccc(-n2ccnc2SCC(=O)Nc2ccc(OC)cc2OC)cc1` gave Tau fluor cs -8%, Tau fibril ThT -8%, aGlu spleen mod -5%, Tau fibril FP 3%, HTT ATP protect -9%, GAA inh -2%, GAA glycogen mod 3% and GLA spleen mod -5%.
For COC(=O)c1cccc(NC(=O)CN2CCOCC2)c1 the results were Tau fluor cs -7%, Tau fibril ThT -7%, aGlu spleen mod -7%, Tau fibril FP 0%, HTT ATP protect -20%[10 µM], GAA inh -22%, GAA glycogen mod 4% and GLA spleen mod 3%.
For COCCNC(=O)C(c1ccncc1)N(C(=O)Cn1nnc2ccccc21)c1ccc(OC)cc1 (stereo unspecified) the results were Tau fluor cs -2%, Tau fibril ThT -5%, aGlu spleen mod 0%, Tau fibril FP -4%, HTT ATP protect -22%[10 µM], GAA inh -3%, GAA glycogen mod -5% and GLA spleen mod 0%.
Screening O=C(/C=C/c1ccco1)Nc1cccnc1 returned Tau fluor cs 7%, Tau fibril ThT 4%, aGlu spleen mod 4%, Tau fibril FP 2%, GAA inh 10%, GAA glycogen mod 1% and GLA spleen mod 14%.
For COc1cccc(/C=C/C(=C2/C(=O)N(c3ccccc3)N=C2C)c2ccccc2)c1OC the results were Tau fluor cs -10%, Tau fibril ThT -6%, aGlu spleen mod 6%, Tau fibril FP 5%, HTT ATP protect -18%[10 µM], GAA inh 14%, GAA glycogen mod 6% and GLA spleen mod 1%.
O=C(CSc1ncnc2scc(-c3ccccc3)c12)NCc1ccc2c(c1)OCO2 was read as Tau fluor cs -17%, Tau fibril ThT -10%, aGlu spleen mod 0%, Tau fibril FP -1%, GAA inh 5%, GAA glycogen mod -6% and GLA spleen mod 4%.
O=C(COC(=O)[C@@H]1CC(O)CN1S(=O)(=O)c1ccc2c(c1)OCCO2)NCc1ccc(F)cc1 (stereo partly specified) was read as Tau fluor cs -7%, Tau fibril ThT -4%, aGlu spleen mod -8%, Tau fibril FP -11%, HTT ATP protect -26%, GAA inh -7%, GAA glycogen mod 6% and GLA spleen mod 1%.
`CC(=O)NC(CC(=O)NC1CCCCCC1)c1ccccc1` (stereo unspecified) gave Tau fluor cs 4%, Tau fibril ThT -1%, aGlu spleen mod 6%, Tau fibril FP -1%, HTT ATP protect 12%[10 µM], GAA inh 4%, GAA glycogen mod -3% and GLA spleen mod 8%.
Screening COc1ccc(CNCCSc2nnnn2-c2ccccc2)c(OC)c1 returned Tau fluor cs 10%, Tau fibril ThT 13%, Tau fibril FP 6% and GAA glycogen mod 13%[76.3 µM].

Rows are unselected; about 3.3% have a hit in one of these screens.
